CHRM1 PAM – positive allosteric modulators of human M1 muscarinic receptor. P11229. CHO-K1 hM1, Fluo-8 calcium fluorescence, ACh EC20; 0% = ACh EC20, 100% = maximal ACh. activation, % at 3 µM. 360,000 compounds, 0.088% hits. AID 588819; in the data active means activation above about 19%, passing the limit was not always enough
M5 PAM – potentiates acetylcholine response at human M5 receptor; P08912; CHO-K1 hM5, Fluo-8 calcium, ACh EC20 PAM; 0% = ACh EC20, 100% = ACh EC100; activation, % at 3 µM; 360,000 compounds, 0.3% hits; AID 624038;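 active means activation above the run cutoff, the mean activation of all test compounds plus 3 SD, cut at about 18% in these data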
Target sequence (P08912 whole entry, looked up): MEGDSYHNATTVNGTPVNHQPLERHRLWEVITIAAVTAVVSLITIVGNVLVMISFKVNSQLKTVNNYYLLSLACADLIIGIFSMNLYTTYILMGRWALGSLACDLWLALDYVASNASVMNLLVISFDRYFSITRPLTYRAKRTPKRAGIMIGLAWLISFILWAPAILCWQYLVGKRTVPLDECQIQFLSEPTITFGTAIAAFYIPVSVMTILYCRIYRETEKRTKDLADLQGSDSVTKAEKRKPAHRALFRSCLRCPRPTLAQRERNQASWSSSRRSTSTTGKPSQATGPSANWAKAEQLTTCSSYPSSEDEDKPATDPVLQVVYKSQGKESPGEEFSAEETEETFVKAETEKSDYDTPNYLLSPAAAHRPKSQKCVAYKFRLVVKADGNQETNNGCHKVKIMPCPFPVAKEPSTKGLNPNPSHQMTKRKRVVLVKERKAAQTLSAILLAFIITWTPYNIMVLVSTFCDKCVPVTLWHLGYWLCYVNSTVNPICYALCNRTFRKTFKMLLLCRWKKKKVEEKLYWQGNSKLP
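Replicates: One well per compound, no replicates | System: Human M5 receptor in CHO-K1 cells | Benchmarks: Low control EC20 acetylcholine (0%), high control EC100 acetylcholine (100%) | Probe or stimulus: Acetylcholine, EC20 level | Times: Fluo-8 loading 80 min at 37 °C plus 30 min room temperature | Signal: Intracellular calcium via Fluo-8 fluorescence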
TAAR1 agonist – human TAAR1 agonism; activation, % at 3 µM; 360,000 compounds, 0.99% hits; CHO RD-HGA16 TAAR1, Fluo-8 calcium fluorescence; vehicle wells 0%, saturating PEA agonist 100%; AID 624467; Q96RJ0;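 active means activation above the mean activation of all test compounds in the run plus 3 SD, cut at about 38% in these data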
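Assay system – CHO-derived RD-HGA16 cells with stable Gα16 and human TAAR1 · Compound dosing – one-point dosing at 3 µM (nominal) · Incubation – 17-24 h seeding, 75 min 37 °C dye, 30 min RT · Measured by – kinetic Fluo-8 calcium fluorescence · Control set – DMSO vehicle as 0%, PEA at EC100 as 100% · Repeats – single well for each compound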
CHRM4 antagonist – antagonists of human muscarinic M4 receptor (CHRM4); 360,000 compounds, 0.73% hits; AID 624125; CHO-hM4 cells, ACh EC80, Fluo-8 calcium fluorescence; inhibition, % at 3 µM; P08173;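 active means inhibition above its plate's cutoff, the mean inhibition of sample wells plus 3 SD, cut at about 27% in these data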;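 further: 0% = acetylcholine EC80 with DMSO and 100% = DMSO without agonist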
Target sequence (P08173 whole entry, looked up): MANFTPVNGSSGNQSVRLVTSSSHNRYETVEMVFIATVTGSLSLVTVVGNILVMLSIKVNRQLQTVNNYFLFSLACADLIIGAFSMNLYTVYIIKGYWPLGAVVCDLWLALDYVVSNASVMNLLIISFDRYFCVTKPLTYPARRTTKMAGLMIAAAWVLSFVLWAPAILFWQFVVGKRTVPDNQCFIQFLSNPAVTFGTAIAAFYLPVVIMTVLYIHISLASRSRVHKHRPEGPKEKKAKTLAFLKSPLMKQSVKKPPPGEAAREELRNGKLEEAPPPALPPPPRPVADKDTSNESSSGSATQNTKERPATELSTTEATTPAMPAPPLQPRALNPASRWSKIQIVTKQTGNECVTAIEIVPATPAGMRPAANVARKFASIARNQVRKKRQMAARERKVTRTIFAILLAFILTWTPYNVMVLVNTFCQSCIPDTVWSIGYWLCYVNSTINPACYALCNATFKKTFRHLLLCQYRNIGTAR
CHRM5 agonist – agonists of human muscarinic M5 receptor (CHRM5). P08912. CHO-K1 hM5 cells, Fluo-8 calcium fluorescence; 0% DMSO wells, 100% maximal acetylcholine response. activation, % at 3 µM. 360,000 compounds, 0.19% hits. AID 624037;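 active means activation above the run's mean over test compounds plus 3 SD, cut at about 23% in these data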;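 further: signal is peak over basal fluorescence ratio across the kinetic read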
CHRM1 agonist – human M1 muscarinic receptor agonism; 360,000 compounds, 0.33% hits; CHO-K1 hM1, Fluo-8 calcium fluorescence, agonist mode; 0% DMSO, 100% acetylcholine EC100; AID 588814; activation, % at 3 µM; P11229;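 active means activation above the run's mean compound activation plus 3 SD, cut at about 16% in these data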;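 further: peak over basal fluorescence ratio within a 140 s kinetic read after compound addition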
M5 antag – CHRM5 antagonism in calcium assay; inhibition, % at 3 µM; CHO-hM5 cells, Fluo-8 calcium fluorescence, ACh EC80; P08912; 360,000 compounds, 0.59% hits;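 active means inhibition above a per-plate cutoff, the mean of that plate's test compounds plus 3 SD, cut at about 27% in these data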;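 further: 0% = acetylcholine EC80 with DMSO and 100% = DMSO without agonist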
CHRM4 agonist – CHRM4 agonism in calcium assay; P08173; CHO-K1 hM4/Gqi5, Fluo-8 calcium fluorescence; vehicle 0%, full acetylcholine response 100%; activation, % at 3 µM; 360,000 compounds, 0.14% hits; AID 624127;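 active means activation above the run mean over all test wells plus 3 SD, cut at about 32% in these data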;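 further: peak over basal fluorescence ratio per well then scaled between controls; 0% = DMSO wells and 100% = acetylcholine at EC100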
CHRM1 antagonist – human CHRM1 antagonism; P11229; CHO-K1 hM1, Fluo-8 calcium fluorescence, ACh EC80 antagonist; inhibition, % at 3 µM; 360,000 compounds, 1.3% hits;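 active means percent inhibition above its own plate's cutoff, namely the mean of that plate's compound wells plus 3 SD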;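 further: peak over basal fluorescence ratio during 140 s after agonist addition; 0% = ACh EC80 plus DMSO and 100% = DMSO alone without agonist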
Starred values were filed as active, the others as inactive. Not all compounds are listed. The share of hits here may be higher or lower than overall.

Under each structure: CHRM1 PAM | M5 PAM | TAAR1 agonist | CHRM4 antagonist | CHRM5 agonist | CHRM1 agonist | M5 antag | CHRM4 agonist | CHRM1 antagonist
> Cc1cccc(NC(=O)c2ccc(S(=O)(=O)N(C)C)cc2)c1
 : 17 | -5 | 1 | -12 | 1 | 1 | 8 | 2 | -12
> Cc1ccc(SCc2cn3ccccc3n2)cc1
 : 0 | -4 | -2 | -1 | -7 | -5 | 12 | 2 | -9
> CNC(=S)NNC(=O)c1ccc(=O)n(Cc2ccc(Cl)cc2Cl)c1
 : 0 | 0 | 1 | -5 | -2 | -6 | 4 | 1 | -2
> O=S(=O)(c1ccc(Oc2ccc(Cl)cc2)c(S(=O)(=O)N2CCCCC2)c1)N1CCCCC1
 : 4 | 0 | 0 | 5 | 0 | -4 | -4 | 0 | -6
> CCCCc1nc(SCC(=O)Nc2ccc(S(N)(=O)=O)cc2)n[nH]1
 : -5 | 1 | 2 | 1 | -3 | -1 | 2 | 0 | 7
> COc1ccccc1CNC(=O)c1ccc(-c2ccccc2)cc1
 : 3 | -1 | 4 | 4 | -4 | -8 | -2 | -1 | -1
> Cc1ccc(OCCCn2cc(C#N)c3ccccc32)cc1
 : -7 | -12 | -1 | 11 | -7 | -7 | 12 | 0 | -1
> C[C@H](O)[C@@H]1CN2CCc3c([nH]c4ccccc34)[C@@H]2C[C@@H]1N(C)C(=O)c1ccco1
 : -2 | 5 | 1 | 1 | 2 | -9 | 0 | 0 | 6
> O=S(=O)(NC1CCCCCCC1)c1ccccc1
 : 12 | 0 | 2 | 7 | -10 | -5 | -1 | 1 | -5
> COC(=O)c1scc(S(=O)(=O)C(C)C)c1N/N=C(\C#N)C(=O)c1ccc(Cl)cc1
 : -7 | -25 | 10 | -2 | 4 | 2 | 23 | 13 | 13

Some of the entries so far, tab-delimited:
SMILES	CHRM1 PAM	M5 PAM	TAAR1 agonist	CHRM4 antagonist	CHRM5 agonist	CHRM1 agonist	M5 antag	CHRM4 agonist	CHRM1 antagonist
COc1ccccc1CNC(=O)c1ccc(-c2ccccc2)cc1	3	-1	4	4	-4	-8	-2	-1	-1
Cc1ccc(OCCCn2cc(C#N)c3ccccc32)cc1	-7	-12	-1	11	-7	-7	12	0	-1

Other records
Under each structure: CHRM1 PAM | M5 PAM | TAAR1 agonist | CHRM4 antagonist | CHRM5 agonist | CHRM1 agonist | M5 antag | CHRM4 agonist | CHRM1 antagonist
> Cn1nccc1-c1ccc(C(=O)NCc2ccco2)c2occc12
 : 7 | 0 | -1 | -3 | -1 | -3 | 4 | 0 | -11
> Cc1ccc(N2CC(C(=O)OCC(=O)NNC(=O)c3ccccc3)CC2=O)cc1 (stereo unspecified)
 : 15 | -2 | 0 | 13 | -1 | -1 | 3 | 0 | -13
> CC(C)(C)OC(=O)N[C@@H](COCc1ccccc1)C(=O)N[C@@H](CO)[C@H](O)[C@@H]1C[C@@H]1C(=O)N1CCCC1
 : 10 | 5 | 4 | -2 | 1 | -2 | 2 | 1 | -5
> O=C(Nc1cccnc1)c1cc(-c2cccs2)on1
 : -1 | -7 | 6 | 13 | 2 | -5 | 2 | 2 | -4
> CN(CC(=O)Nc1cccc(F)c1)C(=O)Cc1n[nH]c(=O)c2ccccc12
 : -15 | 0 | 1 | -6 | -1 | -3 | 4 | 1 | 41*
> COc1ccccc1CNC(=O)C1CCN(S(=O)(=O)c2c(C)noc2C)CC1
 : 4 | 10 | 7 | 13 | -4 | -3 | -8 | 2 | -23
> COC(=O)C(NC(=O)C(CC(C)C)NC(=O)C1CCC(C)CC1)C(C)C (stereo unspecified)
 : 5 | 36* | 6 | 4 | 2 | -1 | 36* | 0 | 3
> COc1ccc2nc(/C(C#N)=C\c3ccc(C(=O)O)cc3)[nH]c2c1
 : -8 | 3 | 3 | 2 | 3 | -4 | -10 | 3 | 10
> Clc1ccc(-c2nc(Cc3ccccc3)no2)cc1
 : 3 | 0 | 14 | 1 | 1 | -2 | -5 | -1 | -7
> O=C(COC(=O)c1c[nH]c2ccccc12)Nc1ccc([N+](=O)[O-])cc1
 : 9 | -3 | 1 | -7 | 2 | -2 | 3 | 5 | -12
> Cc1onc(-c2ccccc2)c1C(=O)Nc1sc2c(c1C#N)CCC2
 : -1 | -6 | 27 | -6 | -2 | -5 | 15 | 0 | -2
> CCC(=O)Nc1ccc(C(=O)Nc2ccc(Br)cc2F)cc1
 : 10 | 6 | 75* | -2 | -1 | -6 | -13 | 4 | -3
> CNC(=O)Nc1cccc(C(F)(F)F)c1
 : 6 | 4 | 6 | 7 | 0 | -1 | -4 | 1 | 1
> Cc1ccc(S(N)(=O)=O)c(C)c1-n1cnnn1
 : 11 | 4 | 4 | -3 | -1 | -8 | -13 | 1 | -2
> COc1cccc(NC(=O)CN(C)C(=O)c2c(-c3c(F)cccc3Cl)noc2C)c1
 : 11 | -4 | 3 | -16 | 0 | 1 | -2 | 4 | -5
> O=S(=O)(c1ccc(F)cc1)N1CCN(C(=S)NC2CCCC2)CC1
 : -2 | -1 | 2 | -1 | 1 | -2 | -1 | 3 | 9
> O=C(CCCc1ccccc1)Nc1nnc(C(F)(F)F)s1
 : -7 | -4 | 1 | 10 | 0 | -1 | 5 | 3 | 28
> Cc1ccc(C(=O)NC2CCCCC2)cc1S(=O)(=O)N1CCCC1
 : -3 | -6 | -1 | -6 | -2 | -4 | 10 | 2 | 5
> CC(c1ccco1)N(C(=O)COc1ccccc1[N+](=O)[O-])c1ccccn1 (stereo unspecified)
 : 4 | -3 | 5 | 4 | 1 | -1 | 14 | 1 | -7
> Cc1cc(O)c(C(C)C)cc1NC(=O)c1cccc(Cl)c1
 : 7 | -6 | 2 | 6 | 1 | -5 | -1 | 2 | -9

Rewritten in markdown: five of the compounds above.
| SMILES | CHRM1 PAM | M5 PAM | TAAR1 agonist | CHRM4 antagonist | CHRM5 agonist | CHRM1 agonist | M5 antag | CHRM4 agonist | CHRM1 antagonist |
| --- | --- | --- | --- | --- | --- | --- | --- | --- | --- |
| O=S(=O)(c1ccc(F)cc1)N1CCN(C(=S)NC2CCCC2)CC1 | -2 | -1 | 2 | -1 | 1 | -2 | -1 | 3 | 9 |
| O=C(CCCc1ccccc1)Nc1nnc(C(F)(F)F)s1 | -7 | -4 | 1 | 10 | 0 | -1 | 5 | 3 | 28 |
| Cc1ccc(C(=O)NC2CCCCC2)cc1S(=O)(=O)N1CCCC1 | -3 | -6 | -1 | -6 | -2 | -4 | 10 | 2 | 5 |
| CC(c1ccco1)N(C(=O)COc1ccccc1[N+](=O)[O-])c1ccccn1 (stereo unspecified) | 4 | -3 | 5 | 4 | 1 | -1 | 14 | 1 | -7 |
| Cc1cc(O)c(C(C)C)cc1NC(=O)c1cccc(Cl)c1 | 7 | -6 | 2 | 6 | 1 | -5 | -1 | 2 | -9 |

The main list resumes; the two compounds before the break are reprinted first.
Under each structure: CHRM1 PAM | M5 PAM | TAAR1 agonist | CHRM4 antagonist | CHRM5 agonist | CHRM1 agonist | M5 antag | CHRM4 agonist | CHRM1 antagonist
> CC(c1ccco1)N(C(=O)COc1ccccc1[N+](=O)[O-])c1ccccn1 (stereo unspecified)
 : 4 | -3 | 5 | 4 | 1 | -1 | 14 | 1 | -7
> Cc1cc(O)c(C(C)C)cc1NC(=O)c1cccc(Cl)c1
 : 7 | -6 | 2 | 6 | 1 | -5 | -1 | 2 | -9
> O=C(NCC1CC1)c1cccc2c1C(=O)c1ccc(N3CCCC3)cc1S2(=O)=O
 : 1 | -14 | 17 | -6 | 15 | 3 | 16 | 23 | -3
> CCC(=O)N1CCN(c2ccc(NC(=O)c3cc4ccccc4o3)cc2)CC1
 : -4 | -9 | 22 | 16 | 6 | 3 | 0 | 16 | 7
> O=c1c2cc(NC(=S)N3CCCC3)ccc2nc2n1CCCCC2
 : -12 | -21 | 3 | 1 | -1 | -3 | 21 | 17 | 27
> Cc1ncc([N+](=O)[O-])n1CC(=O)Nc1ccccc1
 : 9 | 5 | -1 | 1 | 6 | 2 | 5 | 2 | -11
> CC(Cn1nnc2ccccc21)C(=O)O (stereo unspecified)
 : 6 | 6 | 3 | -4 | -1 | -5 | 10 | 0 | -13
> Cc1ccc(S(=O)(=O)N2CCN(C(=O)COC(=O)CSc3ccccc3)CC2)c(C)c1
 : 6 | 0 | 7 | -6 | 0 | -1 | 4 | 6 | -10
> COc1cccc(-c2nc3ccccc3s2)c1O
 : 12 | -5 | 2 | 6 | -5 | -9 | 0 | 0 | 2
> CCN(C(=O)CN1C(=O)c2ccc([N+](=O)[O-])cc2C1=O)C1CCCCC1
 : 8 | -4 | 0 | 2 | -1 | -1 | 4 | 1 | -10
> COCCNC(=O)C(c1ccc(F)cc1)N(Cc1ccccc1)C(=O)CCC(=O)Nc1nccs1 (stereo unspecified)
 : 3 | -7 | 1 | -15 | -3 | -2 | 22 | 4 | 0
> CCOC(=O)c1c(-c2ccco2)csc1NC(=O)CSc1nnc(N)s1
 : 1 | -4 | 20 | -5 | 2 | -5 | 11 | 2 | -2
> CCOC(=O)Cc1csc(NS(=O)(=O)c2ccc3ccccc3c2)n1
 : 9 | 2 | 1 | -5 | 0 | -4 | -3 | 0 | -7
> CCOC(=O)c1cc(C)n(S(=O)(=O)c2ccc(C)cc2)c1C
 : -1 | -2 | 26 | -2 | 0 | -5 | 6 | -2 | -2
> Cc1ccc(S(=O)(=O)N2CCOCC2)cc1NC(=O)COC(=O)c1ccc(Br)cc1
 : -5 | 8 | 4 | -10 | -3 | -2 | 9 | 1 | 1
> COc1ccc(S(=O)(=O)N2CC=C(c3ccccc3)CC2)cc1OC
 : 4 | -2 | 1 | -9 | 1 | 0 | 13 | 5 | -13
> COc1ccc(CNC(=O)COC(=O)c2n[nH]c3ccccc23)cc1OC
 : 12 | -6 | 12 | 9 | 6 | 3 | 2 | 13 | -13
> COc1ccc(Cn2ccnc2)cc1Br
 : -1 | 6 | 12 | 29* | -4 | -3 | 8 | 1 | -5
> O=S(=O)(/C=C/c1ccccc1)N1CCN(Cc2ccccc2)CC1
 : -4 | -13 | 0 | 6 | -1 | -11 | 4 | 1 | -7
> Cn1ccnc1CN1CCN(C(=O)c2cc(COc3ccc(F)c(F)c3)on2)CC1
 : 0 | -1 | 3 | 1 | -6 | -4 | 12 | 4 | -2
> CC[C@H](C)[C@@H]1NC(=O)[C@H]([C@@H](C)CC)NC(=O)[C@@H](CC(C)C)NC(=O)[C@H](Cc2ccccc2)NC(=O)[C@H](Cc2ccccc2)NC(=O)[C@@H]2CCCN2C(=O)[C@@H]2CCCN2C(=O)[C@H](C(C)C)NC(=O)[C@H](CC(C)C)NC1=O
 : -3 | 2 | 0 | 2 | 1 | -2 | 10 | 0 | 2
> Cn1cc(CNCc2cnc3ccccn23)c(-c2ccc(Oc3ccccc3)cc2)n1
 : -15 | -5 | 11 | 1 | -3 | -9 | 6 | 11 | 7
> CSc1nsc(SCC(=O)Nc2ccccc2C(N)=O)n1
 : 2 | -4 | 1 | -2 | -3 | -5 | 10 | 0 | -2
> O=C(c1ccc2ccccc2n1)N1CCN(Cc2c(F)cccc2Cl)CC1
 : 1 | -4 | 2 | -2 | -1 | -1 | 2 | 5 | -5
